Screens: PubChem BioAssay, Sanford-Burnham Center for Chemical Genomics
Hsp70 inhibitors: Hsp70 inhibitors, probe displacement, primary screen, biochemical, fluorescence polarization (AID 583); actives 0.06% (n = 140,000); displacement, % at 20 µM; hits with a dose series show IC50 in µM; Hsp70 fluorescence polarization probe displacement, mP; higher % means a stronger effect; in the data active = displacement above about 50%;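 note: plate controls were vehicle for no effect and reference ligand for full effect; a part of the inactive calls stands beside numbers as strong as those of hits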
MKP-3 inhibition: MKP-3 phosphatase inhibitors, primary screen, biochemical, rat enzyme, in vitro (AID 425) | one-dose inhibition, % at 20 µM; IC50 in µM for titrated hits | recombinant MKP-3 phosphatase activity, fluorescence; higher % means a stronger effect | actives 0.17% (n = 110,000); in the data active = inhibition above about 50%;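 note: plate controls were vehicle for no effect and reference inhibitor for full effect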
Active calls of the source: *; nt = no result given; & = joins results of further samples.

Hsp70 inhibitors	MKP-3 inhibition	Compound
-3.9%	-1%	O=C(Nc1ccc(Cl)cc1)c1ccccc1C(=O)c1ccc(Cl)cc1
nt	-7%	CCOC(=O)C1CCN(S(=O)(=O)c2cccc3nonc23)CC1
-12%	-8%	O=C(CCOc1ccccc1)OCC(=O)c1cc2ccccc2o1
-1.2%	nt	CCOC(=O)C1=C(CSCC(=O)OC)NC(=O)NC1c1cc(C)ccc1C (stereo not given)
0.8%	3%	Cc1cc(NCCCO)n2c(nc3ccccc32)c1C#N
2.0%	-14%	COc1cc(C(=O)N(C)c2nnc(-c3cccnc3)s2)cc(OC)c1OC
6.3%	-7%	Cc1cc(C(=O)Nc2sc(C)c(-c3ccc(F)cc3)c2C(N)=O)no1
-2.6%	-3%	Cc1c(NC(=O)C2CCCN2S(=O)(=O)c2ccc(Cl)cc2)c(=O)n(-c2ccccc2)n1C (stereo not given)
-7.5%	nt	COc1cc(-c2nc(-c3ccccc3)c(-c3cccs3)[nH]2)cc(OC)c1OC
-3.2%	0%	CC1=C(C(=O)OC(C)C)C(c2ccccc2)C2=C(CCCC2=O)N1 (stereo not given)
0.5%	4%	COc1cccc(N(CC(=O)Nc2ccc(OC)cc2OC)S(=O)(=O)c2ccccc2)c1
-3.8%	nt	CS(=O)(=O)n1nc(-c2ccccc2)nc1NCc1ccco1
-0.5%	3%	CC(C)Cn1cc(C(=O)N2CCN(c3ccccn3)CC2)c2c3ccccc3n(C)c2c1=O
1.7%	-6%	O=C(Nc1ccc(F)c(F)c1)c1cccnc1
-5.1%	1%	C=CCn1c(SCC(=O)c2ccc(Br)cc2)nc2sc3c(c2c1=O)CCC3
-1.7%	6%	Nc1ccc(Nc2nc(-c3ccc(Br)cc3)cs2)cc1
2.1%	6%	CC(=O)c1cccc(NC(=O)c2ccc(-c3cc(Cl)ccc3Cl)o2)c1
-2.7%	4%	Brc1ccc(CN2CCN(Cc3ccccn3)CC2)cc1
-3.8%	1%	C/C(=C\c1ccccc1Cl)C(=O)c1c(C)cc(C)[nH]c1=O
0.4%	-8%	CCOc1ccc(OCC)c(NC(=O)CCCN2C(=O)c3cccnc3C2=O)c1
-3.4%	3%	COc1ccc(C(=O)Nc2sc(C(=O)OC(C)C)c(C)c2C(=O)OC(C)C)cc1OC
-4.8%	3%	CCCn1c(SC2C(=O)CC(C)(C)CC2=O)nc2c1c(=O)n(C)c(=O)n2C
4.3%	-5%	Cc1ccc2c(c1)-c1c(cnn1CC(=O)Nc1ccccc1N1CCN(C)CC1)CO2
-2.3%	7%	COc1ccc2[nH]c(C)c(CCN3C(=O)C4C5C=CC(C5)C4C3=O)c2c1 (stereo not given)
-4.1%	nt	O=C(CCCn1c(SCC(=O)c2ccc(F)cc2)nc2ccccc2c1=O)NCc1ccccc1
6.3%	12%	COc1cc2c(cc1NC(=O)CSc1nnc(Cc3cccs3)n1C)oc1ccccc12
4.3%	-3%	COc1cccc(-c2nn(C)c3sc(C(=O)Nc4ccc5c(c4)OCCO5)cc23)c1
-1.4%	-17%	O=c1[nH]c2cc3c(cc2cc1C(c1nnnn1C1CCCCC1)N1CCSCC1)OCCO3 (stereo not given)
-1.7%	13%	CCNc1nc(SCCOc2ccccc2)nc(N(C)C)n1
2.7%	nt	CC(=O)N(CCC(c1ccccc1)c1ccco1)Cc1cccs1 (stereo not given)
-0.3%	1%	COc1ccc(S(=O)(=O)NCc2ccc3c(c2)cc(C)n3C)cc1
-1.3%	6%	O=C(Nc1ccc2c(c1)OCO2)c1noc2c1CCCCC2

An excerpt of the results above:
Hsp70 inhibitors	MKP-3 inhibition	Compound
-3.2%	0%	CC1=C(C(=O)OC(C)C)C(c2ccccc2)C2=C(CCCC2=O)N1 (stereo not given)
0.5%	4%	COc1cccc(N(CC(=O)Nc2ccc(OC)cc2OC)S(=O)(=O)c2ccccc2)c1
-3.8%	nt	CS(=O)(=O)n1nc(-c2ccccc2)nc1NCc1ccco1
-0.5%	3%	CC(C)Cn1cc(C(=O)N2CCN(c3ccccn3)CC2)c2c3ccccc3n(C)c2c1=O
1.7%	-6%	O=C(Nc1ccc(F)c(F)c1)c1cccnc1
-5.1%	1%	C=CCn1c(SCC(=O)c2ccc(Br)cc2)nc2sc3c(c2c1=O)CCC3
-1.7%	6%	Nc1ccc(Nc2nc(-c3ccc(Br)cc3)cs2)cc1
2.1%	6%	CC(=O)c1cccc(NC(=O)c2ccc(-c3cc(Cl)ccc3Cl)o2)c1
-2.7%	4%	Brc1ccc(CN2CCN(Cc3ccccn3)CC2)cc1
-3.8%	1%	C/C(=C\c1ccccc1Cl)C(=O)c1c(C)cc(C)[nH]c1=O
0.4%	-8%	CCOc1ccc(OCC)c(NC(=O)CCCN2C(=O)c3cccnc3C2=O)c1
-3.4%	3%	COc1ccc(C(=O)Nc2sc(C(=O)OC(C)C)c(C)c2C(=O)OC(C)C)cc1OC
-4.8%	3%	CCCn1c(SC2C(=O)CC(C)(C)CC2=O)nc2c1c(=O)n(C)c(=O)n2C
4.3%	-5%	Cc1ccc2c(c1)-c1c(cnn1CC(=O)Nc1ccccc1N1CCN(C)CC1)CO2
-2.3%	7%	COc1ccc2[nH]c(C)c(CCN3C(=O)C4C5C=CC(C5)C4C3=O)c2c1 (stereo not given)
-4.1%	nt	O=C(CCCn1c(SCC(=O)c2ccc(F)cc2)nc2ccccc2c1=O)NCc1ccccc1
6.3%	12%	COc1cc2c(cc1NC(=O)CSc1nnc(Cc3cccs3)n1C)oc1ccccc12
4.3%	-3%	COc1cccc(-c2nn(C)c3sc(C(=O)Nc4ccc5c(c4)OCCO5)cc23)c1
-1.4%	-17%	O=c1[nH]c2cc3c(cc2cc1C(c1nnnn1C1CCCCC1)N1CCSCC1)OCCO3 (stereo not given)
-1.7%	13%	CCNc1nc(SCCOc2ccccc2)nc(N(C)C)n1
2.7%	nt	CC(=O)N(CCC(c1ccccc1)c1ccco1)Cc1cccs1 (stereo not given)
-0.3%	1%	COc1ccc(S(=O)(=O)NCc2ccc3c(c2)cc(C)n3C)cc1
-1.3%	6%	O=C(Nc1ccc2c(c1)OCO2)c1noc2c1CCCCC2

Other structures follow:
Hsp70 inhibitors	MKP-3 inhibition	Compound
0.7%	-12%	O=C(Nc1ccccc1)N1CCCC(c2nc(-c3cccs3)no2)C1 (stereo not given)
-0.7%	5%	O=C(c1ccc([N+](=O)[O-])cc1)N1CCN(Cc2cccc(Oc3ccccc3)c2)CC1
-2.9%	nt	O=C(c1cccc(N2CCCC2=O)c1)N1CCOCC1
-6.0%	5%	COC(=O)C(C)Oc1ccc2ccc(=O)oc2c1 (stereo not given)
0.9%	-4%	O=c1[nH]c(=S)[nH]nc1Cc1ccccc1
-2.5%&4.3%	-8%&0%	CC(C)Oc1ccc(C(=O)N2CCCc3ccccc32)cc1
-9.6%&-6.0%	-9%&0%	O=C(O)CCCC(=O)N(Cc1ccccc1)Cc1ccccc1
1.8%	nt	CCOCCc1nnc(NC(=O)Cc2ccc(Br)cc2)s1
5.9%	-1%	FC(F)(F)Oc1ccc(N=Cc2ccc(Br)s2)cc1
4.5%	9%	Cc1cccc(OCC(=O)N/N=C/c2ccc([N+](=O)[O-])s2)c1
3.5%	0%	O=C(c1ccc([N+](=O)[O-])cc1)N1CCSC1c1ccc2c3c(cccc13)CC2 (stereo not given)
6.2%	-1%	CC1(C)CC(=O)N(CC(=O)O)c2ccccc2S1
-2.4%	2%	O=C(c1ccco1)N1CCN(c2nc(C(F)(F)F)nc3c2nnn3Cc2ccccc2)CC1
0.6%	-6%	C=CCOC(=O)C1=C(C)NC2(O)c3ccccc3C(=O)C12O (stereo not given)
-3.0%	-9%	COc1ccc(OC)c(C(=O)Cn2nnc3ccccc3c2=O)c1
-2.3%	nt	CCN(CC)S(=O)(=O)c1cccc(C(=O)Nc2sc3c(c2C(N)=O)CCCC3)c1

Some of the compounds tested; count on the stated rates, not on these rows.
